TrxR1 substrate: is turned over as a substrate by rat TrxR1 | purified TrxR1 substrate turnover, NADPH consumption readout | Potency, µM (doses to about 114 µM), for the others: at the top dose activity change, negative = substrate turnover | 390,000 compounds, 0.01% hits | O89049; also: potency is read from the fitted curve at half-maximal effect; % is scaled to controls: 0 for no effect and ±100 for the full control effect; nearly all actives have a fitted effect of over 50% in size
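Rat TrxR1, dispensed at 90 nM, was prereduced with 400 uM NADPH (final) for 5 min at ~22 deg C, then incubated with compound 15 min before 400 uM selenite. A first-read NADPH fluorescence drop versus no-compound background flagged substrates.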
Tb PGK inh: T. brucei PGK inhibition | Potency, µM (titrated, usually from 57.5 µM), for inactives: at the highest dose activity change, negative = inhibition, usual class: inhibitors | 380,000 compounds, 0.043% hits | PGK/GAPDH coupled, Kinase-Glo luminescence, 60 min; also: potency is read from the fitted curve at half-maximal effect; % is scaled to controls: 0 for no effect and ±100 for the full control effect; nearly all actives have a fitted effect of over 60% in size
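Recombinant glycosomal PGK reaction used 1,3-bisphosphoglycerate generated in-well by GAPDH (100nM final) in 100mM TEA pH 7.6, 5mM MgCl2, 0.01% Tween-20. After 60 minutes at room temperature, ATP was read by Kinase-Glo Plus luminescence end-point.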
PI4K2A inh: PI4K2A (human) kinase inhibition; Q9BTU6; AID 1346378; 420,000 compounds, 0.13% hits; activity change, negative = inhibition, % at 76.9 µM; purified PI4K2A, ADP-Glo luminescence, 1 h; stronger effect = lower value; in the data active = activity change below about -50%; inconclusive = mostly about -30% to -49%;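 also: -100% = wells without enzyme as full effect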
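In this quantitative HTS, ADP production by PI4K2A was quantified luminescently after 1 h at ambient temperature; 100 microM adenosine served as plate-quality control.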
IDH1 R132H inh: inhibitors of human mutant IDH1 R132H; IDH1-R132H enzyme, NADPH consumption, diaphorase/resazurin fluorescence; Potency, µM (doses to about 76.6 µM), for inactives: at the highest dose activity change, negative = inhibition, usual class: inhibitors; 390,000 compounds, 0.093% hits; also: potency is read from the fitted curve at half-maximal effect; % is scaled to controls: 0 for no effect and ±100 for the full control effect; nearly all actives have a fitted effect of over 65% in size
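IDH1-R132H (0.5 ug/mL) preincubated 30 min with compound, then NADPH (0.016 mM) and alpha-KG (2 mM) added; 80 min at RT, pH 7.5. Remaining NADPH coupled via diaphorase/resazurin to fluorescence (540/590 nm); concentration-response curves normalized to no-enzyme control.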
GLS inh: inhibitors of human glutaminase (GLS) | O94925 | GLS enzymatic activity, qHTS titration | AID 624170 | 410,000 compounds, 0.21% hits | Potency, µM (series often up to 45.5 µM), for the others: at the highest dose activity change, negative = inhibition, hits mostly inhibitors; also: potency is read from the fitted curve at half-maximal effect; % is scaled to controls: 0 for no effect and ±100 for the full control effect
Target sequence (O94925 whole entry, looked up): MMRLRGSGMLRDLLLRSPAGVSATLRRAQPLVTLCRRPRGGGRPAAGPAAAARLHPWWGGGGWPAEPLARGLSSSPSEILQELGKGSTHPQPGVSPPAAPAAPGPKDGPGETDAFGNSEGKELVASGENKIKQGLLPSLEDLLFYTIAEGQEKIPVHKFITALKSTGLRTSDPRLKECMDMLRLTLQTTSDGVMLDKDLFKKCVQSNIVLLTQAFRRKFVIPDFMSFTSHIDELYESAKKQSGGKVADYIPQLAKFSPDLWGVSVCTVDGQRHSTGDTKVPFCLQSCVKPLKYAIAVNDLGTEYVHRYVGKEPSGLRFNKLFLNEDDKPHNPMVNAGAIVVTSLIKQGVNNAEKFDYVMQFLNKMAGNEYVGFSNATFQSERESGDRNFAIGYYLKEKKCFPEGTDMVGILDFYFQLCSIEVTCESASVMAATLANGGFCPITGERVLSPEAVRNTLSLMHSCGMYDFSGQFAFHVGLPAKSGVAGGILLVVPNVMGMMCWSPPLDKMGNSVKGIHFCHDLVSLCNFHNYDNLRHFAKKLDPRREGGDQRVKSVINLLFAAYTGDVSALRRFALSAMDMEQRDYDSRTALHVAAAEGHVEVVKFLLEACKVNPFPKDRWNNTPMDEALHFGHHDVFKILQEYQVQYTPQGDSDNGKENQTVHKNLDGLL
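Glutamate formation by hKGA was monitored fluorometrically using coupled glutamate oxidase, HRP and Amplex Red. Substrate was added as 1 mM L-glutamine solution; incubation was 30 min at RT after an initial read.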
rTrxR1 inhibitor: inhibitors of rat thioredoxin reductase 1. O89049. recombinant rTrxR1, NADPH fluorescence consumption, selenite substrate. Potency, µM (doses to about 114 µM), for the others: at the highest dose activity change, negative = inhibition, actives largely listed as inhibitors. 390,000 compounds, 1% hits. AID 588453; also: potency is read from the fitted curve at half-maximal effect; % is scaled to controls: 0 for no effect and ±100 for the full control effect; nearly all actives have a fitted effect of over 65% in size
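Rat TrxR1 (90 nM in the dispensed reagent) was pre-reduced with 400 uM NADPH for 5 min at room temperature, then incubated with compound for 15 min. After 400 uM selenite was added, NADPH fluorescence (Ex 340/Em 450 nm) was followed for 8 min.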
USP1-UAF1 inh: inhibitors of human USP1/UAF1 deubiquitinase. recombinant USP1/UAF1, Ub-Rhodamine cleavage fluorescence. Potency, µM (doses to about 57.1 µM), for the others: at the top dose activity change, negative = inhibition, hits mostly inhibitors. 390,000 compounds, 0.23% hits. AID 743255; also: potency is read from the fitted curve at half-maximal effect; % is scaled to controls: 0 for no effect and ±100 for the full control effect; nearly all actives have a fitted effect of over 60% in size; inactives centre near -12
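High-throughput fluorogenic screen: 1nM USP1/UAF1 complex, Ub-Rho substrate 150nM final, 50mM HEPES pH 7.8 with 0.5mM EDTA, 0.1 mg/ml BSA, 1mM TCEP and 0.01% Tween-20.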
HP1b binding inh: blocks HP1-beta chromodomain binding to methylated histone tails; P83916; AlphaScreen HP1-beta / biotin-H3K9me3 peptide binding; Potency, µM (doses to about 114 µM), for inactives: at the highest dose activity change, negative = inhibition, hits mostly inhibitors; 390,000 compounds, 0.56% hits; AID 540317; also: potency is read from the fitted curve at half-maximal effect; nearly all actives have a fitted effect of over 70% in size; inactives centre near 23
Target sequence (P83916 whole entry, looked up): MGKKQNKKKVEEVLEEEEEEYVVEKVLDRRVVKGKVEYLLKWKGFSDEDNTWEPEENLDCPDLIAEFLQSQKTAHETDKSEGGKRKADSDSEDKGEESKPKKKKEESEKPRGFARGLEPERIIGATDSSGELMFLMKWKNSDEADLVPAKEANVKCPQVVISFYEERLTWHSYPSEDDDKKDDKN
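HP1-beta protein (50 nM final) preincubated 30 min at room temperature with biotinylated H3(1-18)K9me3 peptide (50 nM) in PBS pH 7.4, 0.01% Tween-20, then compound added for 30 min. AlphaScreen streptavidin donor/nickel chelate acceptor beads (10 ug/mL final), 30 min dark, luminescence read.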
Pin1 inh: inhibitors of human Pin1 | Q13526 | Pin1 FP peptide displacement, HiFluor488, 10 min | Potency, µM (top dose mostly 115 µM), without a hit: at the highest dose activity, negative = inhibition, actives largely listed as inhibitors | 390,000 compounds, 0.009% hits; active = well fitted inhibition curve with a large enough effect in the polarisation, with a control signal flat, not every such curve was filed as active; inconclusive = small, poorly fitted or top-dose-only effect, or effect the other way, or a change in a side signal; inactive = no such curve, though single readings can be large or run the other way; the % refers to the polarisation; also: potency is read from the fitted curve at half-maximal effect; % is scaled to controls: 0 for no effect and ±100 for the full control effect
Target sequence (Q13526 whole entry, looked up): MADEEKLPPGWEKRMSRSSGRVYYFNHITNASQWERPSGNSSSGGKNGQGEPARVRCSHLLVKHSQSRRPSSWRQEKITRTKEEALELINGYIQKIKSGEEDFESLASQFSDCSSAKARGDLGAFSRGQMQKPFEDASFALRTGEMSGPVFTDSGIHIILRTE
* = called active by the depositor; i = inactive; u = inconclusive; x = no result given; [ ] = remark or other dose. Unless noted, calls follow the shape of the dose curve; as a rule, active = well fitted curve in the direction sought with a large enough effect; inconclusive = small, poorly fitted or top-dose-only effect, or another doubt; inactive = no such curve, though single readings can be large; an effect the other way counts as inactive or inconclusive. An excerpt. The share of hits here may be higher or lower than overall.

smiles | TrxR1 substrate | GLS inh | PI4K2A inh | Pin1 inh | rTrxR1 inhibitor | IDH1 R132H inh | HP1b binding inh | Tb PGK inh | USP1-UAF1 inh
Cc1ccc(NC(=O)Cn2nnc(C(=O)NCc3cccs3)c2N)cc1 | 3% | 2% | -6 | 3% | 16% | -3% | 28% | 7% | -1%
Cc1ccc(-c2nn(C)c(=O)c3ccccc23)cc1CO | -6% | 16% | 14 | -2% | 9% | 5% | 20% | -5% | 2%
Cc1csc(NC(=O)c2ccc(C)c(S(=O)(=O)N3CCCCC3)c2)n1 | 14% | -2% | 0 | 23% | 6% | 2% | 8% | -7% | -16%
COc1ccc(-c2nc(N3CCN(S(=O)(=O)c4ccc(C)cc4)CC3)c3ccccc3n2)cc1 | 6% | x | x | 8% | 29% | x | 6% | x | x
O=C(NCC1CC1)Nc1ccc(Cl)cc1 | -2% | -2% | 5 | -5% | 14% | -1% | 26% | x | -4%
COc1ccc(N2C(=S)NC3N2C(=S)NC3(C)c2ccccc2)cc1 (centres undefined) | 9%[57.1 µM] | u | -3 | 0% | 7%[57.1 µM] | 0% | 12% | i | u
COC(=O)C(NC(=O)c1ccco1)(Nc1nc(C2CC2)cs1)C(F)(F)F (centres undefined) | 4%[57.1 µM] | 12% | 0 | 3% | -21%[57.1 µM] | -8% | 19% | -1% | 1%
CCOC(=O)c1cnc2c(ccc3ccccc32)c1Cl | 5% | -8% | 4 | -2% | 22% | 1% | 42%[activator] | -3% | -30%
COc1cccc(N2CCN(C(=O)c3nc(-c4ccc(Cl)cc4)n4c3CCCCC4)CC2)c1 | -6% | 13% | -6 | -4% | 5% | 0% | u | i | -9%
CCC(=O)N1c2ccc(S(=O)(=O)N3CCN(c4ccc([N+](=O)[O-])cc4)CC3)cc2CC1C (centres undefined) | 0% | 1% | 3 | -5% | 30% | 3% | 29% | -12% | -2%
Cc1nn(C(C)C(=O)Nc2sc3c(c2C#N)CCCC3)c(C)c1[N+](=O)[O-] (centres undefined) | 3% | -7% | -2 | 9% | -2% | -1% | 10% | i | -12%
CC(=O)c1c(C)[nH]c(C(=O)Nc2ccc(Cl)c(S(=O)(=O)N(C)C)c2)c1C | -5% | 0% | 1 | 0% | -7% | 11% | 15% | -10% | -17%
O=C(CN1CCC(O)(c2cccc(C(F)(F)F)c2)CC1)NCCc1ccccc1 | -24% | 21% | 6 | -5% | -30% | -2% | 19% | -3% | -10%
CCCCNC(=S)N/N=C/C1=CCC2CC1C2(C)C (centres undefined) | -16% | 17% | 3 | 7% | -18% | 4% | -8% | -9% | -15%
Fc1ccc(/C=N/N2CCOCC2)c(F)c1 | -5% | 1% | 1 | -3% | 1% | 2% | 23% | 6% | 3%
CCCn1c2ccccc2c2nnc(SC(CC)C(=O)Nc3sc4c(c3C#N)CCCC4)nc21 (centres undefined) | -11% | 15% | 0 | -7% | -2% | -7% | 11% | -11% | -18%
COc1ccc(OC2CCN(S(=O)(=O)c3ccccc3)CC2)cc1 | 9% | -5% | -3 | 2% | 29% | 18% | 34% | i | -29%
Cc1ccc(O)c(NC(=O)c2onc(C)c2Cl)c1 | 4% | 22% | -7 | -3% | 18% | 13% | 5% | x | -9%
N#Cc1nc(/C=C/c2ccc(F)cc2)oc1N1CCN(c2ccccc2)CC1 | 65%[activator] | 0% | 3 | -11% | 69%[activator] | 0% | -22% | -4% | -21%
COc1ccc(C/C(C)=N/NC(=O)c2cc(C)oc2C)cc1 | -8% | 5% | -6 | 4% | -3% | 2% | 14% | -8% | 2%
COC(=O)c1c(NC(=O)COC(=O)c2ccccn2)sc(C)c1C | -15% | 7% | 1 | 19% | -2% | -5% | 17% | -3% | -2%
CC(C)[C@H]1CC[C@@H](C)C(C(=O)c2ccccc2)C1=O (some centres undefined) | -1% | 2% | 2 | 2% | -10% | 2% | 32% | 4% | 0%
COc1ccc(CN(CC(=O)NCC2CCCO2)C(=O)CNS(=O)(=O)c2ccc(C)cc2)cc1 (centres undefined) | 16%[57.1 µM] | 5% | -2 | -2% | 26%[57.1 µM] | 1% | 18% | i | -16%
CCOc1ccc(OCCC(=O)OCC(=O)N2CCN(c3ccc(OC)cc3)CC2)cc1 | 5% | 1% | 1 | 0% | 12% | -3% | 15% | -6% | -16%
Cc1c(Cl)cccc1NC(=O)CSc1nc2ncc(Cl)cc2[nH]1 | 0% | -1% | -10 | 6% | -1% | 0% | 17%[57 µM] | -5% | -11%
C[C@@]12C(=O)Nc3ccccc3C(=O)N1[C@H]1c3cc(Cl)ccc3OC[C@@H]1[C@@H]2c1ccccc1 | -2% | -3% | 1 | 17% | -7% | 7% | 35% | -6% | -23%
CC1(C(=O)NC2CCCCCCC2)CCC(=O)N1Cc1cccnc1 (centres undefined) | 4% | -6% | 11 | -4% | 11% | -6% | 21% | -5% | -14%
COc1ccccc1OC(C)C(=O)Nc1ccc2c(c1)n(C)c(=O)n2C (centres undefined) | 2% | 0% | 3 | 1% | 9% | 12% | 42%[activator] | -1% | -7%
O=C(CSc1ncnc2c1oc1ccccc12)N1CCCc2ccccc21 | -7% | x | 1 | -10% | -9% | 2% | 18% | -3% | -7%
Cn1cccc1Cc1nnc(SCC(=O)NCc2ccco2)n1-c1ccc(F)cc1 | 4%[57.1 µM] | 1% | -6 | 0% | u | -8% | -10% | 0% | 0%
CCOc1ccc(-c2noc(CCC(=O)O)n2)cc1 | 11%[57.1 µM] | -1% | -2 | -1% | 14%[57.1 µM] | -7% | 59%[activator] | -1% | -12%
O=C1CC(c2ccccc2)n2nc(N3C(=O)CCC3=O)nc2N1 (centres undefined) | -6% | 14% | 1 | -2% | -5% | -1% | 13% | -4% | 7%
O=C1[C@H]2[C@@H](c3ccc(Cl)cc3)N3C(=O)N(c4cccc(Cl)c4)C(=O)[C@@]3(Cc3ccccc3)[C@H]2C(=O)N1C1CCCCC1 | 8%[57.1 µM] | 2% | 0 | 2% | 39%[activator][57.1 µM] | -11% | 26% | 6% | -28%
COc1cc(NS(=O)(=O)c2ccc(NC(=O)c3ccc(OC)c(Br)c3)cc2)nc(OC)n1 | -2% | 12% | -2 | 2% | 3% | 10% | 27% | -11% | -5%
COCCCN(Cc1cccs1)S(=O)(=O)c1c[nH]c(C(=O)OC)c1 | 5% | 3% | -4 | -5% | 11% | -2% | 32% | -1% | -14%
CC(=O)Nc1cc(-c2nc3ccccc3o2)ccc1Cl | 10% | -1% | 0 | 8% | 10% | -1% | 31% | 6% | -6%
Fc1ccc(-c2n[nH]c(=S)n2Cc2ccccc2)cc1 | 13%[57.1 µM] | 27% | 9 | u | -35%[57.1 µM] | -2% | 6% | 5% | -11%
O=C(CCn1ccc2ccccc21)Nc1ccc(N2CCOCC2)cc1 | -8% | 29% | 1 | u | -5% | 0% | -10% | -8% | -4%
CCCC(=O)N1CCN(c2nc3ccc(Br)cc3s2)CC1 | -1% | 2% | -3 | -1% | 14% | -1% | -8% | -29% | -29%

An excerpt from above in order of formula weight, rising.
smiles | TrxR1 substrate | GLS inh | PI4K2A inh | Pin1 inh | rTrxR1 inhibitor | IDH1 R132H inh | HP1b binding inh | Tb PGK inh | USP1-UAF1 inh
CCOc1ccc(-c2noc(CCC(=O)O)n2)cc1 | 11%[57.1 µM] | -1% | -2 | -1% | 14%[57.1 µM] | -7% | 59%[activator] | -1% | -12%
Fc1ccc(-c2n[nH]c(=S)n2Cc2ccccc2)cc1 | 13%[57.1 µM] | 27% | 9 | u | -35%[57.1 µM] | -2% | 6% | 5% | -11%
CC1(C(=O)NC2CCCCCCC2)CCC(=O)N1Cc1cccnc1 (centres undefined) | 4% | -6% | 11 | -4% | 11% | -6% | 21% | -5% | -14%
COc1ccccc1OC(C)C(=O)Nc1ccc2c(c1)n(C)c(=O)n2C (centres undefined) | 2% | 0% | 3 | 1% | 9% | 12% | 42%[activator] | -1% | -7%
O=C(CSc1ncnc2c1oc1ccccc12)N1CCCc2ccccc21 | -7% | x | 1 | -10% | -9% | 2% | 18% | -3% | -7%
C[C@@]12C(=O)Nc3ccccc3C(=O)N1[C@H]1c3cc(Cl)ccc3OC[C@@H]1[C@@H]2c1ccccc1 | -2% | -3% | 1 | 17% | -7% | 7% | 35% | -6% | -23%
O=C1[C@H]2[C@@H](c3ccc(Cl)cc3)N3C(=O)N(c4cccc(Cl)c4)C(=O)[C@@]3(Cc3ccccc3)[C@H]2C(=O)N1C1CCCCC1 | 8%[57.1 µM] | 2% | 0 | 2% | 39%[activator][57.1 µM] | -11% | 26% | 6% | -28%

Bioassay records: PubChem BioAssay, National Center for Advancing Translational Sciences (NCATS)
